Screening results as filed in PubChem.
pAkt inh = blocks phosphorylation of Akt; actives 0.32% (n = 360,000); activity change, % for hits at 50 µM; AID 651550; Neuro2A IGF-stimulated pAkt S473 HTRF, 20 min; stronger effect = lower value; in the data active means activity change below about -80%; inconclusive means mostly about -51% to -80%; further: on the % scale 0 is the no-effect control and ±100 the full control effect
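Neuro2A cells (4,500/well, DMEM with 0.5% FBS) were treated with compound at a single 50 µM final concentration, stimulated with 6 nM IGF for 20 min at 37 °C, and lysed. Phospho-Akt Ser473 was read by HTRF as 665/615 ratio ×10^4.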
A549 tox = A549 cytotoxicity, counter-screen for Nrf2 inhibitors; A549 ARE-Fluc cells, CellTiter-Fluor viability, 18-24 h; Potency, µM (highest dose often 46 µM), without a hit: at the top dose activity change, negative = cytotoxicity, usual class: inhibitors; actives 0.16% (n = 390,000); further: potency means the concentration at half of the fitted maximal effect; on the % scale 0 is the no-effect control and ±100 the full control effect
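Cytotoxicity counterscreen: CellTiter-Fluor fluorescence was measured in A549 ARE_Fluc cells after 18-24 h of compound exposure in a concentration series. The subsequent BugLite luminescent read reports ARE-luciferase activity.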
TGFb inhibitor = blocks TGF-b signaling. HepG2 CAGA-GFP TGF-b/SMAD3 reporter, GFP fluorescence, 18 h; TGF-beta stimulated, 500 pg/mL final. Potency, µM (series often up to 46.1 µM), for the others: at the top dose activity, negative = inhibition, actives largely listed as inhibitors. actives 1.2% (n = 410,000); further: potency means the concentration at half of the fitted maximal effect; on the % scale 0 is the no-effect control and ±100 the full control effect; nearly all actives have a fitted effect of over 65% in size
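Smad-responsive CAGA-GFP expression was quantified in HEPG2 cells exposed to compounds and 500 pg/mL final TGF-beta for 18 h at 37 degrees C; unstimulated wells defined full inhibition.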
MmCpn inh = M. maripaludis TRiC chaperonin inhibition | purified Mm-Cpn ATPase, ADP Transcreener TR-FRET | Potency, µM (doses to about 76.9 µM), for inactives: top-dose activity, negative = inhibition, hits mostly inhibitors | actives 0.031% (n = 330,000); further: potency means the concentration at half of the fitted maximal effect; on the % scale 0 is the no-effect control and ±100 the full control effect; nearly all actives have a fitted effect of over 80% in size
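TR-FRET (320 nm excitation; 590 and 665 nm emission) reports ADP made from 10 uM ATP by 25 nM enzyme; compounds were preincubated 10 min, reaction run 30 min, both at 37°C.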
CCT chaperon mod = modulators of cytosolic chaperonin (CCT/TRiC) activity; actives 0.3% (n = 360,000); activity change, % (no concentration beside the values), hits read low; purified chaperonin ATPase assay, HTRF ADP detection, 30 min; AID 651819; in the data active means activity change below about -30%; further: on the % scale 0 is the no-effect control and ±100 the full control effect
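First, chaperonin was dispensed at 40 nM or 20 nM final depending on batch activity. Next, compounds were pinned at 76 uM and ATP added at 10 uM. After 30 min at 37 °C, ADP detection reagents ran 30 min at ambient temperature.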
S2 tox = viability counter-screen for ATXN expression inhibitors; S2 cells (HEK-293 line with an ATXN2-luciferase reporter) viability, CellTiter-Fluor protease fluorescence, 24 h; Potency, µM (highest dose often 56.7 µM), actives largely listed as cytotoxic; actives 0.49% (n = 400,000); further: potency means the concentration at half of the fitted maximal effect; nearly all actives have a fitted effect of over 40% in size
Nrf2 ARE act = activators of Nrf2 (ARE) signaling; AREc32 ARE-luciferase reporter (MCF7-derived line), luminescence, 24 h; Potency, µM (top dose mostly 46.1 µM), inactives show top-dose activation, hits mostly activators; actives 0.31% (n = 410,000); AID 624171; further: potency means the concentration at half of the fitted maximal effect; % of control where 0% means no effect; nearly all actives have a fitted effect of over 65% in size
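AREc32_Fluc, 1000 cells/well, OPTI-MEM + 5% FBS, o/n 37 deg C 5% CO2; 23 nL cpd by pin tool, 24 hr; Steady-Glo 30 min RT, luminescence.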
Nrf2 block = inhibitors of Nrf2 signaling; actives 2.1% (n = 360,000); Potency, µM (titrated, usually from 46 µM), without a hit: top-dose activity change, negative = inhibition, most hits filed as inhibitors; A549 ARE-Fluc reporter, luciferase luminescence, 18-24 h; further: potency means the concentration at half of the fitted maximal effect; on the % scale 0 is the no-effect control and ±100 the full control effect; nearly all actives have a fitted effect of over 60% in size
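A549 ARE_Fluc cells (5000/well, 5% FBS OPTI-MEM) pre-incubated 2 h, then treated with compounds 18-24 h at 37C/5% CO2 in concentration-response. CellTiter-Fluor viability read first; BugLite luciferase luminescence after 15 min at room temperature gives Nrf2 activity.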
HepG2 viability = kills HepG2 cells in TGF-b inhibitor counter-screen; HepG2 CAGA-GFP viability, ATP luminescence, 18 h; Potency, µM (doses to about 46.1 µM), for inactives: at the highest dose activity change, negative = cytotoxicity, actives largely listed as cytotoxic; actives 0.76% (n = 410,000); AID 588856; further: potency means the concentration at half of the fitted maximal effect; some results filed as inactive show a strong effect at the top dose
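HepG2 CAGA-GFP cells (1000/well, DMEM with 1% FBS) received compound, then TGF-beta at 500 pg/mL final, and were incubated 18 hours at 37 degrees C. Viability was read by CellTiter-Glo luminescence. Media-only wells were set as complete cell-killing and DMSO as no toxicity.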
Starred values were filed as active, the others as inactive; i = inactive; ? = inconclusive; . = not tested or not shown; [ ] = another dose, or the depositor's remark. Unless noted, the call rests on the fitted dose curve; in most records, active means well fitted curve in the direction sought with a large enough effect; inconclusive means small, poorly fitted or top-dose-only effect, or another doubt; inactive means no such curve, though single readings can be large; an effect the other way counts as inactive or inconclusive.

SMILES	pAkt inh	A549 tox	TGFb inhibitor	MmCpn inh	CCT chaperon mod	S2 tox	Nrf2 ARE act	Nrf2 block	HepG2 viability
CCOC(=O)N1CCN(C(=O)CS(=O)(=O)c2cn(Cc3ccccc3Cl)c3ccccc23)CC1	i	5.3%	1.5%	-2.6%	-0.4	i	0.0%	-15.8%	-1.5%
Cc1ccc(S(=O)(=O)/N=C(/Nc2c(C)n(C)n(-c3ccccc3)c2=O)c2ccccc2)cc1	i	-0.2%	0.0%	0.1%	-0.6	i	-0.9%	4.8%	0.1%
CC1CN(S(=O)(=O)c2cccc(C(=O)NCC(c3cccs3)N3CCOCC3)c2)CC(C)O1 (stereo not drawn)	i	0.1%	3.7%	.	2.7	i	-0.1%	6.9%	6.1%
CC(CO)NS(=O)(=O)c1ccc(Br)cc1F (stereo not drawn)	i	6.1%	29.9%	.	-2.3	i	-0.8%	0.8%	3.3%
N#CC1(NC(=O)COC(=O)c2cc(=O)[nH]c3ccccc23)CCCCC1	i	-2.2%	-5.7%	2.4%	-0.9	i	-0.6%	4.0%	-4.8%
O=C(CCC1CCN(C(=O)c2cncs2)CC1)Nc1ccccc1	i	9.8%	9.5%	0.9%	1.2	i	1.8%	-6.2%	24.8%
CCCN1CCc2c(sc(NC(=O)c3ccc(S(=O)(=O)N(C)c4ccccc4)cc3)c2C(N)=O)C1	i	-9.7%	11.2%	-28.7%	-5.1	?	-0.9%	1.0%	-35.7%
COc1cc(C(=O)NCC2CCCO2)cc(Br)c1OCc1ccccc1 (stereo not drawn)	i	-23.9%	-12.7%	0.0%	-0.2	i	4.0%	?	-16.4%
N#Cc1ccc(/C=N/NC(=S)Nc2ccc(S(=O)(=O)N3CCOCC3)cc2)cc1	i	2.0%	-4.9%	0.1%	0.2	i	2.8%	-15.7%	6.8%
Cc1c(CNC(C)CCc2ccccc2)c(C(=O)O)c(C)n1Cc1ccc(F)cc1 (stereo not drawn)	.	-4.0%	1.2%	.	.	i	0.0%	11.4%	-4.4%
CCOC(=O)Cc1cc(-c2ccc(F)cc2)nc2ccc3ccccc3c12	i	9.9%	?	-0.2%	-0.3	i	0.8%	2.9%	-4.6%
CCCCCn1nc(-c2ccccc2)c2nc3ccccc3nc21	i	?	5.4%	-5.6%	-2.7	.	0.1%	?	-5.7%
COc1ccccc1N(C)S(=O)(=O)c1ccc(C(=O)NC2CCCCC2)cc1	i	4.7%	3.0%	1.3%	-4.0	i	0.3%	-15.8%	2.5%
COc1ccc2[nH]c(=O)c(CN(Cc3ccco3)C(c3nnnn3Cc3ccccc3)C(C)C)cc2c1 (stereo not drawn)	-105.5%*	?	0.0%	-1.9%	-1.6	?	6.4%	?	-8.5%
CCOc1ccccc1NC(=O)C1CCN(c2nc(-c3ccc(OC)cc3)no2)CC1	i	0.9%	10.4%	-2.8%	-1.6	?	0.1%	-0.8%	4.5%
Cc1ccc(NC(=O)C2CCN(c3nc4ccccc4[nH]3)CC2)c(C)c1	.	14.0%	0.0%	.	.	.	0.4%	.	-31.5%
COc1ccc(NC(C)=O)cc1S(=O)(=O)N1CCc2ccccc21	i	2.3%	-17.4%	-0.6%	-0.8	i	3.5%	-9.2%	0.3%
CC(C)CCNC(=O)c1cccnc1Sc1ccccc1	i	4.0%	20.0%	-1.4%	-2.4	i	0.0%	-7.6%	19.9%
CCCc1nn2c(=O)cc(CSCC(=O)Nc3ccccc3)nc2s1	i	-5.2%	-14.5%	0.5%	-2.8	i	0.1%	17.0%	2.5%
COc1ccc2c(c1)CCc1c(C(=O)Nc3ccc(OC)c(OC)c3)noc1-2	i	7.6%	16.7%	0.4%	-0.8	i	0.4%	.	3.6%

Retrieved one by one from above:
SMILES	pAkt inh	A549 tox	TGFb inhibitor	MmCpn inh	CCT chaperon mod	S2 tox	Nrf2 ARE act	Nrf2 block	HepG2 viability
Cc1c(CNC(C)CCc2ccccc2)c(C(=O)O)c(C)n1Cc1ccc(F)cc1 (stereo not drawn)	.	-4.0%	1.2%	.	.	i	0.0%	11.4%	-4.4%
COc1ccc2[nH]c(=O)c(CN(Cc3ccco3)C(c3nnnn3Cc3ccccc3)C(C)C)cc2c1 (stereo not drawn)	-105.5%*	?	0.0%	-1.9%	-1.6	?	6.4%	?	-8.5%

(continued)
SMILES	pAkt inh	A549 tox	TGFb inhibitor	MmCpn inh	CCT chaperon mod	S2 tox	Nrf2 ARE act	Nrf2 block	HepG2 viability
CN(CC(=O)Nc1ccc(F)cc1)C(=O)COC(=O)CCN1C(=O)C2CC=CCC2C1=O (stereo not drawn)	i	-3.4%	9.4%	-1.2%	-2.3	i	2.6%	14.5%	-19.0%
CCOc1ccccc1N1CCN(C(=O)c2ccc3[nH]c(C)c(C)c3c2)CC1	i	-13.7%	?	0.3%	-1.4	?	-0.4%	-25.9%	-22.0%
CCCn1nnnc1SCC(=O)c1ccc2c(c1)OCCO2	i	-8.7%	0.9%	?	-3.3	?	0.8%	12.4%	8.1%
Cc1cc(C)c2oc(-c3cccc(N)c3)nc2c1	i	19.6%	-27.0%	-0.8%	-0.4	i	?	?	-15.3%
Cc1ccnc2nc(C(=O)Nc3nc(-c4ccccn4)cs3)nn12	i	0.5%	2.3%	1.2%	-4.7	i	2.0%	?	-2.1%
CCCCNc1c(-c2ccc(SC(C)CC)c(OC)c2)nc2ccc(Cl)cn12 (stereo not drawn)	i	-12.9%	?	-2.6%	-9.3	i	-1.7%	-11.8%	-5.3%
CC1([N+](=O)[O-])COC2(OC1)C(=O)Nc1ccccc12 (stereo not drawn)	i	-14.0%	0.0%	2.5%	-0.4	i	-0.7%	-11.3%	8.5%
Cc1cccc(C)c1OCc1cc(C(=O)N(C)Cc2cc(C3CC3)n[nH]2)no1	i	?	-26.9%	0.7%	2.5	i	4.7%	?	-12.4%
COC(=O)c1c(-c2c(Cl)cccc2Cl)noc1NC(=O)N(C)C	i	-14.6%	-12.9%	-1.0%	1.2	?	10.8%	-20.5%	16.0%
COC(=O)[C@]12CCCCC=C1N(Cc1ccco1)C(=O)[C@H](CC(=O)NCCC(C)C)C2	i	.	.	.	1.6	i	0.0%	.	.
CN(C)S(=O)(=O)c1ccc2c(c1)N(CC(=O)N1CCN(c3ccc(F)cc3)CC1)CCS2	.	-0.1%	8.7%	.	.	i	0.2%	.	0.0%
Cc1ccc2cc(CCNC(=O)C3CCCCC3)c(=O)[nH]c2c1C	i	3.8%	-13.3%	-5.7%	-1.2	i	-0.5%	-13.0%	7.5%
CC(C)n1cc(C#N)c(N)n1	i	-1.6%	-18.5%	.	-1.6	i	-0.6%	3.1%	1.3%
O=C(CC1C(=O)OCCN1Cc1ccccc1)Nc1ccc(F)cc1 (stereo not drawn)	.	1.0%	-3.7%	.	.	i	3.7%	4.9%	-8.9%
CCOc1cc(C2C(C(C)=O)=C(O)C(=O)N2CCc2c[nH]c3ccccc23)ccc1O (stereo not drawn)	i	1.0%	1.4%	2.8%	-1.4	i	1.6%	8.8%	-0.6%
CCOC(=O)C1CCCN(Cc2ccccc2F)C1 (stereo not drawn)	i	6.5%	-0.8%	-3.0%	-1.1	i	-0.4%	0.6%	-11.3%
COc1cc(C(=O)OCC(=O)N2CCCC2)cc(OC)c1OC	.	-2.0%	-5.3%	-2.8%	2.6	i	-0.2%	18.5%	0.8%
O=C(CSc1nnc(SCc2ccc(Cl)cc2)s1)N/N=C/c1ccccc1Cl	i	5.5%	?	-6.6%	-2.0	i	-0.8%[9.22 µM]	4.5%	-46.6%
Cc1ccc(C)c(-n2nnc(C(=O)Nc3ccc(Br)cc3)c2C)c1	.	5.7%	?	.	.	?	0.3%	2.6%	-31.2%
c1coc(CNC2C3CC4CC(C3)CC2C4)c1 (stereo not drawn)	.	-1.2%	13.0%	-1.9%	1.1	i	-0.4%	-5.0%	2.2%

As entered above:
Reading for `CCOc1ccccc1N1CCN(C(=O)c2ccc3[nH]c(C)c(C)c3c2)CC1` in MmCpn inh: 0.3%
Reading for `COc1cc(C(=O)OCC(=O)N2CCCC2)cc(OC)c1OC` in TGFb inhibitor: -5.3%
Reading for `COc1cc(C(=O)NCC2CCCO2)cc(Br)c1OCc1ccccc1` (stereo not drawn) in HepG2 viability: -16.4%

Next structures.
SMILES	pAkt inh	A549 tox	TGFb inhibitor	MmCpn inh	CCT chaperon mod	S2 tox	Nrf2 ARE act	Nrf2 block	HepG2 viability
COC(=O)CCCCC1SCC(NC(=O)c2ccccc2)C1=O (stereo not drawn)	i	5.1%	-3.5%	3.2%	-1.7	i	-0.5%	-4.3%	-6.9%
CCCn1cnc2cc(NCc3ccccn3)ccc21	i	-0.1%	2.5%	-6.9%	-2.6	i	-0.4%	?	-0.7%
CCN1CCN(c2sc(S(C)(=O)=O)nc2S(=O)(=O)c2ccc(C)cc2)CC1	.	-10.6%	?	-3.4%	1.1	i	?	?	-19.4%
CC(C(=O)O)c1cccc(Oc2ccccc2)c1 (stereo not drawn)	i	0.8%	-0.2%	.	-3.9	i	-1.1%	-28.4%	-21.5%
Cc1c(Cl)cccc1NC(=O)C1Cc2ccccc2CN1C(=O)c1ccccc1 (stereo not drawn)	i	-2.0%	-1.6%	-3.1%	-0.7	i	4.0%	3.1%	-6.5%
COc1cccc(Cn2c(CNS(=O)(=O)c3ccc(Cl)s3)nc3cccnc32)c1	.	0.3%	?	.	.	.	8.2%	.	-23.5%
CCS(=O)(=O)Nc1cccc(C2=NN(S(=O)(=O)c3ccc(C)cc3)C(c3cccs3)C2)c1 (stereo not drawn)	i	-0.8%	16.8%	-1.3%	-0.9	i	2.5%	?	-10.8%
CC(N=C1NS(=O)(=O)c2ccccc21)C(=O)NCCCc1ccccc1 (stereo not drawn)	i	8.8%	?	0.2%	-1.1	?	0.0%	5.8%	9.3%
O=C(NCc1ccc2c(c1)OCO2)NC1CCCCC1	i	5.3%	2.5%	-1.9%	0.9	?	0.1%	?	-13.5%
